High-throughput results: PubChem BioAssay, several laboratories
PhoP inhibition: PhoP-dependent GFP reporter repression – Salmonella Typhimurium, primary screen (AID 1863); inhibition, % at 50 µM, or IC50 in µM where a hit was titrated; S. Typhimurium PhoP-regulated promoter GFP reporter, 4 h; higher % means a stronger effect; 0.16% of 300,000 active;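 active = inhibition over 29.93%, a cutoff 3 SD above the screen mean, later confirmed by dose response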;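 note: 0% = low Mg2+ inducing control and 100% = high Mg2+ repressing control; strong numbers were not always called active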
GPR35 arrestin U2OS: inhibition of zaprinast-stimulated GPR35 beta-arrestin translocation – imaging, U2OS, beta-arrestin-GFP, zaprinast agonist, primary screen (AID 2058). U2OS GPR35 beta-arrestin-GFP translocation imaging, zaprinast antagonism; higher % means a stronger effect. inhibition, % at 10 µM; hits with a dose series show IC50 in µM. 0.052% of 290,000 active;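 active = inhibition of at least 50% with at least 30 cells and total cytoplasm GFP at most 10,000,000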
GPR55 antagonists: GPR55 antagonists blocking LPI-driven arrestin recruitment, primary screen, imaging, U2OS, beta-arrestin-GFP, LPI agonist (AID 2013); U2OS GPR55 beta-arrestin-GFP translocation imaging, LPI antagonism; higher % means a stronger effect; inhibition, % at 10 µM, or IC50 in µM where a hit was titrated; 0.13% of 290,000 active;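 active = spots per cell inhibited over 60%, with over 100 cells counted and total cytoplasm intensity under 500,000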;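 note: U2OS cells stably carrying GPR55 and arrestin-GFP stimulated by 5 µM LPI near EC80; imaged beta-arrestin-GFP aggregate spots per cell after agonist stimulation; plate controls were LPI-stimulated DMSO wells for no effect and DMSO wells without LPI for full effect; some results filed as inactive read as strong as hits; confirmed hits need IC50 under 10 µM and bright autofluorescent wells are also inconclusive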
NTR1 agonist: NTR1-driven beta-arrestin-GFP spot formation – imaging, U2OS cells, high content, primary screen (AID 493036); P30989; agonist mode; activation, % at 20 µM; 0.17% of 330,000 active;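 active = activation at or above 40% of the spot to cytoplasm intensity ratio, with at least 20 cells analyzed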;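 note: 0% = DMSO without peptide and 100% = 100 nM NTR1 peptide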
Target sequence (P30989 whole entry, looked up): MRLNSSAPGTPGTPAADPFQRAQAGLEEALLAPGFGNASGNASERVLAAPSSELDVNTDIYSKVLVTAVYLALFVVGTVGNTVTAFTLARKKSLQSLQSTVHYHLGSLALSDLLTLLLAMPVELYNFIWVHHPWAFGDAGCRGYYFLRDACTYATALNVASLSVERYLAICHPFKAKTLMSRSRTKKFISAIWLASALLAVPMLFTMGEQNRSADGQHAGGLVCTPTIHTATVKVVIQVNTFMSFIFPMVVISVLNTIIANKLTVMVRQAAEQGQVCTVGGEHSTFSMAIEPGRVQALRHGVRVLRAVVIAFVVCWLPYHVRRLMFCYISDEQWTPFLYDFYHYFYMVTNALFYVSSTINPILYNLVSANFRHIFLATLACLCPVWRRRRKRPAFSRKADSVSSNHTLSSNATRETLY
KOR beta-arrestin-1: kappa opioid receptor activators – cell-based, luminescence, uHTS, primary screen (AID 1777); KOR beta-arrestin recruitment, luminescence; higher % means a stronger effect; one-dose activation, % at 10 µM; EC50 in µM for titrated hits; 0.02% of 280,000 active; in the data active = activation above about 50%, passing the limit was not always enough; note: a part of the inactive calls stands beside numbers as strong as those of hits
GPR55 beta-arrestin: selective activators of receptor GPR55 – imaging, U2OS cells, beta-arrestin-GFP redistribution, primary screen (AID 1961) | U2OS GPR55 beta-arrestin-GFP redistribution imaging; higher % means a stronger effect | activation, % at 10 µM; hits with a dose series show EC50 in µM | 0.048% of 290,000 active;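 active = activation above 40% with more than 50 cells counted in the well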;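 note: U2OS osteosarcoma cells stably expressing GPR55 and beta-arrestin-GFP; plate controls were DMSO negative control for no effect and LPI positive control for full effect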
T cell modulator: T cell immune modulation candidate; 2C CD8+ T cell-vesicle binding, flow cytometry; active compounds read low; calls only at 7 µM; 0.068% of 330,000 active;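 active = response, share of CD8 T cells binding vesicles, and their 90th percentile fluorescence all below set limits, cut at about 80% in these data, passing the limit was not always enough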
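Read-out – percent CD8+ FL2 mean versus row control · System – murine 2C transgenic CD8+ T lymphocytes · Times – 1.5 h cell–vesicle binding at 37 °C, then 20 min icy labelling · Control set – naked vesicles low, QL9 vesicles with vehicle high · Detection – cytometric PE anti-B7-1 and Alexa647 anti-CD8 signals after 1% paraformaldehyde fixation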
West Nile antiviral: West Nile virus antiviral activity, cell-based, CPE readout (AID 1621) | 0.02% of 290,000 active | West Nile virus-infected cells, CPE inhibition; higher % means a stronger effect | CPE inhibition, % at 10 µM; hits with a dose series show IC50 in µM; in the data active = a potency from the dose series; note: strong numbers were not always called active
KOR beta-arrestin-2: KOR antagonists, beta-arrestin recruitment, cell-based, luminescence, uHTS (AID 1778). 0.091% of 290,000 active. KOR beta-arrestin recruitment, luminescence, antagonist mode; higher % means a stronger effect. one-dose inhibition, % at 10 µM; IC50 in µM for titrated hits; in the data active = inhibition above about 50%; note: strong numbers were not always called active
T cell modulator vesicle-bound %: also measured in T cell modulator; calls as there; double positive events, %; measured here: CD8+ vesicle-bound cell fraction;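 binding gate set so that unloaded-vesicle control wells show 10% double positive cells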
NTR1 agonist cell count 20 µM: recorded beside NTR1 agonist, whose call it bears; cell count; measured here: cell count, cytotoxicity flag
* = called active by the depositor; i = inactive; / = not tested or not shown; [ ] = remark or other dose.

compound | GPR35 arrestin U2OS | KOR beta-arrestin-1 | NTR1 agonist cell count 20 µM | T cell modulator vesicle-bound % | GPR55 beta-arrestin | T cell modulator | KOR beta-arrestin-2 | NTR1 agonist | PhoP inhibition | GPR55 antagonists | West Nile antiviral
N#CCN1CCC2(O)CCCCC2C1c1ccc2c(c1)OCO2 (centres undefined) | 0.7% | 2.7% | 68 | 11.6 | 0.0% | i | 24.6% | 0.7 | -3.0% | 18.4% | 0.3%
CCc1ccc(NC(=O)CSc2nc(N)c(NC(=O)c3ccc(F)c(F)c3)c(=O)[nH]2)cc1 | -7.5% | 4.3% | 41 | 65.7 | 0.3% | i | -1.5% | 2.0 | -4.6% | 17.9% | 0.5%
O=C(c1nc2ccc(Cl)cn2c1CN1CCCC1)N1CCc2ccccc2C1 | 15.8% | -1.3% | 50 | 21.4 | -0.1% | i | 1.7% | -0.1 | -10.8% | 1.7% | -0.3%
COCCn1c(SCC(=O)NCc2ccc(F)cc2)nc2ccccc21 | 7.4% | 3.4% | 43 | 33.3 | -0.1% | i | 12.6% | 0.4 | 1.0% | -2.7% | -0.6%
O=C(Nc1cccc2c1CCCC2)c1cc([N+](=O)[O-])ccc1Cl | -5.5% | 7.2% | 41 | 54.8 | 0.0% | i | -29.7% | 4.0 | 4.5% | 13.5% | 0.7%
Cc1cccc(Cn2c(N(C)Cc3ccccc3)nc3c2c(=O)[nH]c(=O)n3C)c1 | -5.9% | -1.7% | 49 | 35.9 | -0.1% | i | -29.7% | 7.7 | -5.6% | -0.7% | -0.4%
COc1ccc(Br)c(C(=O)N2CCN(S(=O)(=O)c3cccs3)CC2)c1 | -7.3% | -2.8% | 62 | 51.1 | -0.1% | i | 20.4% | 2.4 | / | 4.5% | -0.1%
Cc1cc(NC(=O)CCC(=O)N(CC(=O)NCC2CCCO2)c2ccc(F)c(Cl)c2)no1 (centres undefined) | 1.5% | 3.3% | 28 | 25.7 | -0.3% | i | -1.6% | -0.3 | -2.7% | -6.7% | 0.0%

Compound profiles (already shown). Values in the order: GPR35 arrestin U2OS	KOR beta-arrestin-1	NTR1 agonist cell count 20 µM	T cell modulator vesicle-bound %	GPR55 beta-arrestin	T cell modulator	KOR beta-arrestin-2	NTR1 agonist	PhoP inhibition	GPR55 antagonists	West Nile antiviral
`CCc1ccc(NC(=O)CSc2nc(N)c(NC(=O)c3ccc(F)c(F)c3)c(=O)[nH]2)cc1` in the list: -7.5%	4.3%	41	65.7	0.3%	i	-1.5%	2.0	-4.6%	17.9%	0.5%
`Cc1cccc(Cn2c(N(C)Cc3ccccc3)nc3c2c(=O)[nH]c(=O)n3C)c1` in the list: -5.9%	-1.7%	49	35.9	-0.1%	i	-29.7%	7.7	-5.6%	-0.7%	-0.4%

Next section.
compound | GPR35 arrestin U2OS | KOR beta-arrestin-1 | NTR1 agonist cell count 20 µM | T cell modulator vesicle-bound % | GPR55 beta-arrestin | T cell modulator | KOR beta-arrestin-2 | NTR1 agonist | PhoP inhibition | GPR55 antagonists | West Nile antiviral
CCCCNC(=O)N(c1c(N)n(Cc2ccccc2)c(=O)[nH]c1=O)C1CCCC1 | -10.8% | -0.1% | 73 | 28.0 | 0.2% | i | -16.8% | 2.3 | 4.2% | 1.5% | 0.3%
CCOC(=O)c1ccc(N2Cc3ccccc3C2=N)cc1 | -2.0% | -6.8% | 64 | 55.3 | 0.2% | i | 59.3% | -3.1 | -5.8% | 10.7% | 0.3%
CC(=O)Nc1ccc(/C(C)=N/NC(=O)c2ccccc2Cl)cc1 | -12.2% | 1.5% | 49 | 50.9 | -0.4% | i | / | 1.8 | 1.3% | 10.4% | 0.0%
C/C(=N\NC(=O)c1cccc(Br)c1)c1cccnc1 | 7.5% | 1.5% | 79 | 55.0 | -0.1% | i | -7.4% | 1.6 | 4.7% | 12.7% | 0.0%
O=C(NCC1CCCO1)c1cc(-c2ccc(F)cc2)no1 (centres undefined) | 23.2% | 5.7% | 68 | 37.4 | 0.0% | i | -19.3% | -0.4 | 2.6% | 0.5% | 1.9%
CNC(=O)c1[nH]cnc1C(=O)N[C@@H](Cc1ccccc1)C(=O)OC(C)(C)C | -20.3% | -5.9% | 66 | 11.6 | 0.5% | i | -14.8% | 3.1 | -1.5% | -0.8% | 0.5%
COC(=O)[C@@H]1C[C@H]2CC[C@H](O)C[C@H]2N1Cc1ccc(N2CCN(C)CC2)cc1 | -18.7% | -1.0% | 80 | 38.3 | -0.1% | i | 4.8% | 1.2 | -1.4% | 2.9% | 0.1%
COC(=O)C(C(=O)Nc1cc(C)on1)C1CCCCCC1 (centres undefined) | -4.7% | -2.6% | 55 | 1.6 | -0.1% | i | 22.4% | 0.5 | 0.6% | -7.8% | 0.2%
COCCNC(=S)N/N=C(\C)c1ccc2cc(OC)ccc2c1 | -12.4% | 1.8% | 53 | 63.2 | 0.2% | i | 19.0% | -0.1 | 7.3% | -4.5% | -1.4%
COc1ccc(-c2noc(CCC(=O)NCc3cccnc3)n2)cc1OC | 14.8% | 0.5% | 74 | 14.1 | -0.2% | i | 1.7% | -0.1 | -2.5% | 3.9% | 0.0%
CC1CCCCC1NCC#CCOc1ccc(Cl)cc1 (centres undefined) | -17.6% | -2.4% | 33 | 0.1 | -0.2% | i | -16.8% | -1.0 | 5.5% | 11.3% | -1.7%
COc1cccc(C(=O)N2CCN(C(=O)C3CC3)CC2)c1 | 8.7% | -3.9% | 46 | / | -0.1% | / | -14.3% | -1.7 | / | 8.4% | 0.3%
Cc1[nH]c(=O)c(C#N)c(C)c1Cl | 0.2% | 3.4% | 47 | 29.2 | 1.0% | i | -12.8% | 1.0 | -7.8% | 5.0% | 0.7%
O=C(COC(=O)C12CC3CC(CC(C3)C1)C2)NCCCc1ccccc1 | 6.1% | -6.1% | 53 | 40.5 | -0.1% | i | -9.1% | 1.0 | 15.2% | 26.0% | 0.4%
COc1ccc(CN2CCC(n3nccc3NC(=O)C3CC3)CC2)c(Cl)c1OC | 8.6% | -5.2% | 80 | 64.3 | -0.1% | i | 31.7% | -0.3 | -1.8% | 9.2% | -0.9%
COc1ccc(C(=O)CSC#N)cc1OC | 15.2% | -4.8% | 75 | 61.8 | -0.1% | i | -187.4%[20 µM] | 10.9 | -6.0% | -20.1% | 0.5%
O=C(CN(Cc1ccc(Cl)cc1)C(=O)c1csnn1)NCc1ccc(F)cc1 | -1.7% | -1.9% | 53 | 32.6 | 1.8% | i | 32.3% | -0.8 | 3.1% | 3.1% | -0.4%
Cc1cc(NC(=O)CSc2nc3ccsc3c(=O)n2NC(=O)c2ccccc2)no1 | 12.1% | -5.0% | 89 | 55.3 | -0.1% | i | 17.2% | 2.0 | 0.5% | 8.2% | -0.1%
COCCCNC(=O)C(=O)C1C(=O)Nc2ccccc21 (centres undefined) | -4.1% | -6.8% | 84 | 31.4 | -0.3% | i | 25.7% | -0.2 | -4.4% | 15.5% | -0.1%
OCCC1CN(Cc2ccc3cccc(F)c3n2)CCN1Cc1ccccc1 (centres undefined) | 1.2% | -5.6% | 64 | 50.5 | 0.0% | i | -33.8%[20 µM] | 0.4 | 8.0% | 4.4% | -0.8%
CCOC(=O)C1=C(C)N(c2ccc(OC)cc2)C(=O)/C1=C\c1ccc(O)c(OCC)c1 | -9.9% | -0.7% | 61 | 27.7 | 33.7% | i | 7.0% | 8.0 | 4.3% | 12.6% | -0.1%
COC(=O)C1CCCN1S(=O)(=O)c1ccc2ccccc2c1 (centres undefined) | 12.1% | -2.8% | 82 | 32.9 | -0.1% | i | -20.4% | 3.2 | 2.1% | -2.7% | -0.5%
COC(=O)c1cc(NC(=O)c2ccc(Cn3cc(Cl)cn3)o2)cc(C(=O)OC)c1 | -1.1% | -0.2% | 71 | 43.3 | -0.1% | i | 39.2% | 11.8 | -2.2% | 7.7% | /
CN1CCC(N(C)C(=O)CCc2nc3ccccc3n2-c2ccccc2)CC1 | 3.7% | 0.0% | 62 | 31.5 | -1.1% | i | 1.7% | -1.9 | 4.6% | -4.6% | -0.4%
CNC(=S)N1CCN(c2ccc(Cl)c(Cl)c2)CC1 | 1.3% | -1.1% | 67 | 24.1 | -0.1% | i | -22.3%[20 µM] | 1.8 | 5.7% | 1.8% | -1.3%
CCCC(=O)NC1CCCc2c1cnn2-c1ccc(C)c(C)c1 (centres undefined) | 0.3% | -0.8% | 54 | 44.0 | 0.0% | i | -51.9%[20 µM] | 2.8 | 2.0% | 7.6% | -1.0%
O=C(NCc1ccc(-c2csnn2)cc1)c1cc(Cl)cc(Cl)c1 | -0.1% | 1.0% | 70 | 18.8 | 0.2% | i | 6.2% | 0.2 | -8.6% | 7.0% | -0.6%
O=C(c1nc2n(n1)C(c1ccc(Cl)cc1)C=C(c1ccccc1)N2)N1CCOCC1 (centres undefined) | -0.1% | -1.6% | 61 | 44.5 | -0.1% | i | 10.3% | 0.8 | -11.0% | 4.7% | /
O=C(c1ccc(NC(=O)C2(c3ccccc3)CCOCC2)cc1)N1CCOCC1 | -3.6% | 2.5% | 54 | 29.4 | -0.2% | i | -6.9% | -1.5 | -3.8% | 16.0% | 0.4%
Cc1ccc(C(=O)N/C(=C/c2ccco2)C(=O)Nc2cccc(C(=O)O)c2)cc1 | -5.5% | 0.8% | 57 | 69.6 | -0.1% | i | -16.7% | -1.0 | -6.1% | 1.5% | -0.8%
O=C(O)c1ccc2c(c1)C(=O)N(c1ccc(Nc3ccccc3)cc1)C2=O | -7.1% | -4.3% | 57 | 32.1 | -0.1% | i | 31.3% | 0.8 | -6.0% | 11.9% | 0.2%
COC(=O)c1ccc(CN2CCCCC2)cc1 | 2.0% | 2.0% | 52 | 31.0 | 0.0% | i | 9.8% | -0.5 | -12.4% | 4.6% | 0.2%
O=C(c1ccco1)N1CCc2[nH]nc(-c3ccccc3)c2C1 | -2.7% | -0.1% | 71 | 10.3 | -0.1% | i | 11.9% | -0.9 | -2.5% | 13.7% | -0.4%
NC(=O)C1CCN(Cc2ccc(OCc3ccccc3)cc2)CC1 | 1.3% | 5.4% | 58 | 54.1 | -0.4% | i | -22.2%[20 µM] | 1.0 | 0.1% | 13.8% | -0.1%
COc1ccc(CCC(=O)OCC(=O)c2c(N)n(CC(C)C)c(=O)n(C)c2=O)cc1 | 7.1% | 6.5% | 60 | 52.4 | -0.1% | i | -10.2% | 2.5 | 7.7% | 22.8% | -0.3%
CCN1C(=O)CC(C(=O)O)SC1=Nc1ccc(OC)cc1 (centres undefined) | 7.5% | 20.6% | 78 | 16.4 | -0.3% | i | 5.9% | 1.6 | -1.6% | 2.8% | 1.5%
CC(=O)c1ccc(OCCCC(=O)NC(C)c2ccc(S(N)(=O)=O)cc2)cc1 (centres undefined) | -4.5% | -2.9% | 55 | 53.3 | -0.2% | i | -8.7% | -1.8 | 1.4% | 1.0% | -0.4%
